Growth percent in the NCI-60 one-dose screen (48 h, 10 µM unless noted): 100 = growth as untreated, 0 = no growth, -100 = all killed.
UACC-62 = UACC-62 melanoma; hit rate 5.4% among 81,000; AID 1794756
SK-MEL-5 = SK-MEL-5 melanoma. hit rate 6.4% among 80,000
MDA-MB-435 = MDA-MB-435 melanoma | hit rate 7.8% among 82,000 | AID 1794794
SK-MEL-2 = SK-MEL-2 melanoma; hit rate 4.7% among 77,000
UACC-257 = UACC-257 melanoma | hit rate 4.4% among 78,000 | AID 1794764
SK-MEL-28 = SK-MEL-28 melanoma; hit rate 4.1% among 81,000
MALME-3M = MALME-3M melanoma; hit rate 5.8% among 78,000; AID 1794766
M14 = M14 melanoma. hit rate 6.2% among 80,000. AID 1794745
* marks the source's active call; other numbers are inactive results; . = not tested or not shown; & = joins results of further samples. Rule for the calls: active = growth percent below 10; inactive = the rest.

#	Structure	UACC-62	SK-MEL-5	MDA-MB-435	SK-MEL-2
1	CC(=O)N1N=C(c2ccc(Cl)cc2)CC1c1c(C)nn(-c2ccccc2)c1N(C)Cc1ccccc1 (centres undefined)	51	70	87	.
2	COc1ccc(-c2c3c(cc4c2ncn4C)COC3=O)cc1	93	104	106	110
3	COC(=O)c1ccccc1NC(=O)C(=O)c1c(O)c(O)c(C(C)C)c2cc(C)c(-c3c(C)cc4c(C(C)C)c(O)c(O)c(C(=O)C(=O)Nc5ccccc5C(=O)OC)c4c3O)c(O)c12	107	100	91	102
4	CCNC(=O)Oc1ccc(/C(=C(/C)c2ccc(Cl)cc2)c2ccc(OCCN3CCCC3)cc2)cc1	98	86	90	104
5	CCN(CC)CCN1Cc2ccccc2C1	98	102	95	103
6	CN(C)CCOc1ccc(C(=O)C2[C@H](c3ccc(Cl)cc3)[C@@H](c3ccccc3)NC23C(=O)Nc2ccccc23)cc1 (some centres undefined)	79	84	45	112
7	COc1ccc(/C(=N/O)c2cc(F)c(F)c(OC)c2F)cc1O	30	14	-36*	3.6*
8	COc1cc(-c2cc(-c3ccc(Cl)cc3)[nH]c(=O)c2C#N)cc(OC)c1OC	100	99	99	107
9	O=c1[nH]cc(CCCc2ccccc2)c(=O)[nH]1	98	102	112	98
10	CC(=O)NNC(=S)/N=C/c1c(C)[nH]n(-c2ccccc2)c1=O	93	98	109	98
11	CSc1nc(-c2cnccn2)cc(-c2cccs2)c1C#N	82	96	90	103
12	Cc1cc(N(CCCNc2ccnc3cc(Cl)ccc23)Cc2ccc3c(c2)OCO3)nc(N2CCOCC2)n1	27	-88*	-14*	32
13	CC(=O)N1N=C(c2ccc(Oc3nnnn3-c3ccccc3)cc2)OC1c1ccc(Cl)cc1 (centres undefined)	86	84	103	94
14	COc1ccc(C(=O)/C=C/c2c(C)nn(-c3ccccc3)c2/N=C/N(C)C)cc1	88	93	98	95
15	C#CCNC(=O)[C@@]1(C)CC[C@]2(C)CC[C@]3(C)C(=CC[C@@H]4[C@@]5(C)Cc6c([nH]c7ccccc67)C(C)(C)[C@@H]5CC[C@]43C)[C@H]2C1	80	89	90	95

#	UACC-257	SK-MEL-28	MALME-3M	M14
1	50	88	83	80
2	119	115	113	102
3	78	103	109	96
4	81	89	64	68
5	99	102	102	94
6	96	95	80	45
7	.	67	61	15
8	109	118	101	111
9	114	114	115	112
10	91	116	101	106
11	98	86	.	100
12	.	-45*	-71*	-71*
13	97	109	75	90
14	81	122	86	74
15	99	86	94	91

Following part:
#	Structure	UACC-62	SK-MEL-5	MDA-MB-435	SK-MEL-2
16	CCN(CC)CCCOc1ccc2c(c1)O/C(=C\c1cccc(OC)c1)C2=O	96	91	92	118
17	O=S(=O)(O)c1cc(O)c2ccc(Nc3ccc4c(O)cc(S(=O)(=O)O)cc4c3)cc2c1	97&97	101&99	104&112	109&98
18	COc1cc(C2NC(=O)c3ccccc3N2)ccc1OCCCCCOc1c(OC)cc(C2=NOC(c3cc(OC)c(OC)c(OC)c3)C2)cc1OC (centres undefined)	53	-2.4*	23	77
19	COc1cc2cc(c1Cl)N(C)C(=O)C[C@H](OC(=O)[C@H](C)N(C)C(C)=O)[C@]1(C)O[C@H]1[C@H](C)[C@@H]1C[C@@](O)(NC(=O)O1)[C@H](OC)C=C/C=C(\C)C2	9.3*	-24*	-53*	55
20	Cc1nc2scc(-c3ccc(Cl)cc3)n2c(=O)c1CCN1CCOCC1	86	94	96	105
21	COc1ccc2ncccc2c1Cc1c(OC)ccc2ncccc12	58	60	12	76
22	COc1ccc(C(C(=O)O)c2ccc(OC)cc2)cc1	116	110	115	111
23	NS(=O)(=O)Oc1ccc2c(c1)O/C(=C\c1cccc3ccccc13)C2=O	100	98	100	102
24	CCN(CC)CC(=O)Nc1cccc(C(=O)OC(C)C)c1	102	107	102	82
25	COc1cccc(NC(C)=O)c1	101	98	103	105
26	O=C(Nc1ncc(Cc2cccc(C(F)(F)F)c2)s1)c1ccc(-n2cnnn2)cc1	20	38	24	89
27	CCCOC(=O)Nc1cc(C)c(NC(=O)CN(CC)CC)c(C)c1	97	103	107	104
28	CCCCSC1=NCCCS1	108	105	102	101
29	C/C(=N\NC(=O)CC#N)c1cc2cc(Cl)ccc2o1	91	84	106	96
30	O=C(N/N=C/c1ccncc1)c1cc(O)c(O)c(O)c1	114	102	107	.

#	UACC-257	SK-MEL-28	MALME-3M	M14
16	100	101	91	93
17	88&98	110&95	104&110	102
18	44	69	54	84
19	12	.	34	-26*
20	108	102	100	98
21	68	77	56	57
22	110	107	128	114
23	.	95	93	93
24	106	102	100	80
25	98	117	103	98
26	47	53	63	41
27	112	109	101	106
28	101	107	109	110
29	.	110	102	104
30	106	126	.	104

Random excerpt: 2 entries already listed, in no set order.
#	Structure	UACC-62	SK-MEL-5	MDA-MB-435	SK-MEL-2
16	CCN(CC)CCCOc1ccc2c(c1)O/C(=C\c1cccc(OC)c1)C2=O	96	91	92	118
20	Cc1nc2scc(-c3ccc(Cl)cc3)n2c(=O)c1CCN1CCOCC1	86	94	96	105

#	UACC-257	SK-MEL-28	MALME-3M	M14
16	100	101	91	93
20	108	102	100	98

(listing goes on)
#	Structure	UACC-62	SK-MEL-5	MDA-MB-435	SK-MEL-2
31	CC1=C(C(=O)c2cnccn2)C(c2ccccc2[N+](=O)[O-])NC(=O)N1 (centres undefined)	102	101	100	102
32	COC1=C(Nc2ccc(OC)cc2)C(=O)C(OC)=C(Nc2ccc(OC)cc2)C1=O	92	107	109	99
33	Nc1nc(N)c2ncn(C3C=CC(CO)C3)c2n1 (centres undefined)	94	105	115	105
34	O=C(/C=C1\C(=O)N(Cc2ccc([N+](=O)[O-])cc2)c2ccccc21)c1ccc(OCCN2CCCCC2)cc1	-74*	34	22	-29*
35	CN1CCN(CC#CCn2c3c(c4ccccc42)C[C@]2(C)[C@H]4CC=C5[C@@H]6CC(C)(C)CC[C@]6(C(=O)N6CCOCC6)CC[C@@]5(C)[C@]4(C)CC[C@H]2C3(C)C)CC1	103	96	83	119
36	COc1ccc(C2C=C(c3ccc(OC)c(OC)c3)N=C3SC=C(C)N32)c(Br)c1 (centres undefined)	106	100	110	101
37	O=C1C2C3C=CC(O3)C2C(=O)N1N=C1CCCCC1 (centres undefined)	99	102	110	97
38	Cc1nc(-c2ccc(F)cc2)ccc1NC(=O)Nc1ccc2c(c1)OCO2	80	82	106	96
39	COc1ccc(/C(=C\c2ccc3c(c2)OCO3)C(=O)Nc2nc3ccc(C)cc3s2)cc1OC	94	98	93	97
40	CCCN(c1ccc(OC)cc1)c1nc(-c2ccc([N+](=O)[O-])cc2)cs1	66	96	99	96
41	COc1cc2c3c(c4c5ccccc5[nH]c4c2c(OC)c1OC)C(=O)N(O)C3=O	.	11	56	86
42	Cc1ccc(S(=O)(=O)Oc2cc3oc(=O)c4c(c3cc2Cl)CCCCCC4)cc1	68	92	101	89
43	CCOC(=O)/C(=C\c1cccc(OC)c1)C(C)=O	95	102	116	102
44	O=C(NCn1c(=O)[nH]c2ccccc2c1=O)N(c1ccccc1)c1ccccc1	96	101	106	95
45	O=C(C(c1ccccc1)c1ccccc1)N1CCN(S(=O)(=O)c2ccc(F)cc2)CC1	86	100	103	101

#	UACC-257	SK-MEL-28	MALME-3M	M14
31	106	109	101	93
32	103	113	.	108
33	88	103	160	104
34	-4.9*	-51*	.	-59*
35	102	92	83	88
36	117	110	99	101
37	86	110	122	101
38	86	92	149	63
39	104	111	.	99
40	95	105	94	99
41	.	.	78	38
42	94	99	87	88
43	89	108	137	95
44	97	100	99	96
45	107	103	103	108

(listing goes on)
#	Structure	UACC-62	SK-MEL-5	MDA-MB-435	SK-MEL-2
46	Cc1ccc(NC=O)cc1NC=O	101	106	104	121
47	Cc1cc(C(C)(C)C)c(O)c(C)c1CC1=NCCN1	.	103	92	104
48	C#CCOc1ccc(/C=N/Nc2nc(-c3ccc(F)cc3)cs2)cc1	89	97	96	108
49	CCOC(=O)C(Nc1ccc(F)cc1)c1cc(C)c(N)c(C)c1 (centres undefined)	91	99	107	90
50	Clc1nnc2ccc(N3CCC(c4ccccc4)CC3)nn12	64	85	82	87
51	CC1=C(C(=O)c2cnccn2)C(c2ccc(Br)cc2)NC(=O)N1 (centres undefined)	99	99	101	102
52	Cc1ccc(C(=O)NC2c3ccccc3Oc3ccccc32)cc1	.	63	6.2*	66
53	CN(C)C1CCc2ccccc2C1OC(=O)/C=C/c1ccccc1 (centres undefined)	95	93	95	.
54	O=C(CSc1nnc(-c2ccc(NC(=O)c3cccnc3)cc2)o1)Nc1ccc(F)cc1	108	99	104	108
55	COC(=O)Cc1nc2c(N)nc(N)nc2[nH]c1=O	101	109	107	99
56	COc1ccc(C2Cc3ncccc3-c3nc(N)c4cccnc4c32)c(OC)c1OC (centres undefined)	83	104	113	.
57	O=C(N/N=C\c1cc(Cl)ccc1O)N/N=C/c1cc(Cl)ccc1O	55	52	48	71
58	O=C(O)/C=C/CCC1SCC2NC(=O)NC21 (centres undefined)	100	107	107	110
59	O=C1Nc2ccccc2/C1=C\c1c[nH]c2ccc(Br)cc12	80	35	69	67
60	CCC(C)(C)c1ccc(OCCCCCCN2CCNCC2)cc1	86	34	26	97

#	UACC-257	SK-MEL-28	MALME-3M	M14
46	107	120	146	97
47	105	107	108	117
48	109	103	101	103
49	99	107	89	103
50	92	87	105	92
51	104	106	101	100
52	58	61	53	36
53	90	102	90	94
54	112	112	114	118
55	108	110	.	105
56	122	102	106	106
57	66	80	74	50
58	86	112	91	99
59	80	73	90	85
60	76	74	72	66

Arranged by length of the SMILES (smallest number first): some entries from above
#	Structure	UACC-62	SK-MEL-5	MDA-MB-435	SK-MEL-2
47	Cc1cc(C(C)(C)C)c(O)c(C)c1CC1=NCCN1	.	103	92	104
52	Cc1ccc(C(=O)NC2c3ccccc3Oc3ccccc32)cc1	.	63	6.2*	66
59	O=C1Nc2ccccc2/C1=C\c1c[nH]c2ccc(Br)cc12	80	35	69	67
49	CCOC(=O)C(Nc1ccc(F)cc1)c1cc(C)c(N)c(C)c1 (centres undefined)	91	99	107	90
48	C#CCOc1ccc(/C=N/Nc2nc(-c3ccc(F)cc3)cs2)cc1	89	97	96	108
57	O=C(N/N=C\c1cc(Cl)ccc1O)N/N=C/c1cc(Cl)ccc1O	55	52	48	71
54	O=C(CSc1nnc(-c2ccc(NC(=O)c3cccnc3)cc2)o1)Nc1ccc(F)cc1	108	99	104	108

#	UACC-257	SK-MEL-28	MALME-3M	M14
47	105	107	108	117
52	58	61	53	36
59	80	73	90	85
49	99	107	89	103
48	109	103	101	103
57	66	80	74	50
54	112	112	114	118

Profiles as entered above. Order of values: UACC-62 | SK-MEL-5 | MDA-MB-435 | SK-MEL-2 | UACC-257 | SK-MEL-28 | MALME-3M | M14
Results for Clc1nnc2ccc(N3CCC(c4ccccc4)CC3)nn12 → 64 | 85 | 82 | 87 | 92 | 87 | 105 | 92
Results for C#CCOc1ccc(/C=N/Nc2nc(-c3ccc(F)cc3)cs2)cc1 → 89 | 97 | 96 | 108 | 109 | 103 | 101 | 103
Results for CCC(C)(C)c1ccc(OCCCCCCN2CCNCC2)cc1 → 86 | 34 | 26 | 97 | 76 | 74 | 72 | 66
Results for O=C(N/N=C\c1cc(Cl)ccc1O)N/N=C/c1cc(Cl)ccc1O → 55 | 52 | 48 | 71 | 66 | 80 | 74 | 50

Further entries follow:
#	Structure	UACC-62	SK-MEL-5	MDA-MB-435	SK-MEL-2
61	O=C1S/C(=C\c2ccccc2)C(=O)N1Cc1cc2ccccc2nc1Cl	91	101	97	102
62	CCOC(=O)/C=C(/C)Sc1cc(O)c2ccccc2c1O	36	-99*	-82*	28
63	C[N+](C)(C)CC(=O)N/N=C/c1ccc(O)cc1O	95	100	98	122
64	CC(C)/C1=N/NC(=O)CCCCC(=O)N/N=C(/C(C)C)CC[C@@H](C)CCOC(=O)c2cccc(n2)C(=O)OCC[C@H](C)CC1	89	94	95	110
65	COc1cc(NCC(O)CN2CCCCC2)c2ncccc2c1 (centres undefined)	110	101	114	97
66	CC(C)Sc1nc(NN)c(C#N)c(-c2ccc(F)cc2)n1	73	78	85	80
67	CC(C)(C)OC(=O)CC(c1ccccc1)c1ccccc1	105	103	101	107
68	COc1ccc(-c2cnc3ncnn3c2-c2cc(OC)c(OC)c(OC)c2)cc1	101	98	101	119
69	Cn1c(=O)[nH]c(=O)c2nc3cc(-c4ccc(F)cc4F)oc3nc21	102	97	101	104
70	O=S(=O)(Nc1ncccn1)c1ccc(NCc2ccc(N=Cc3c(O)[nH]c4ccccc34)cc2)cc1	97	85	68	112
71	C[n+]1ccccc1/C=C\c1ccccc1Cl	108	102	107	103
72	Cc1n(Cc2ccc3ccccc3n2)c2ccccc2[n+]1Cc1ccc2ccccc2n1	70	83	84	30

#	UACC-257	SK-MEL-28	MALME-3M	M14
61	100	100	107	99
62	5.0*	-54*	-90*	-95*
63	102	114	124	119
64	92	93	93	101
65	89	111	116	95
66	89	85	100	89
67	101	108	105	112
68	104	113	91	108
69	110	105	109	112
70	109	105	105	100
71	99	112	96	105
72	77	89	79	90
